Screening data: PubChem BioAssay, National Center for Advancing Translational Sciences (NCATS)
USP2a block: blocks human ubiquitin-specific protease USP2a. AID 463254. Potency, µM (highest dose often 38.3 µM), for the others: at the highest dose activity change, negative = inhibition, most hits filed as inhibitors. 330,000 tested, 0.01% active. USP2 core, Ub-CHOP2 coupled fluorogenic reporter, 485/531;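 also: potency is read from the fitted curve at half-maximal effect; plate controls were DMSO wells for no effect and full inhibition by NEM control for full effect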
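USP2 core (10nM final) preincubated 30min RT with compound in 20mM Tris-HCl pH 8.0, 2mM CaCl2, 2mM beta-mercaptoethanol, 0.05% CHAPS; 25nM Ub-CHOP2 plus 25nM reporter substrate added, fluorescence (Ex485/Em531) read after 60min.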
uPA surface inh: cell surface uPA generation inhibition | cell surface uPA generation assay, qHTS | 330,000 tested, 0.31% active | Potency, µM (titrated, usually from 38.3 µM), without a hit: at the highest dose activity change, negative = inhibition, most hits filed as inhibitors | AID 540303; active = well fitted inhibition curve with a large enough effect; inconclusive = small, poorly fitted or top-dose-only effect; inactive = no such curve, though single readings can be large or run the other way; tested in mouse RAW 264.7 cells; also: potency is read from the fitted curve at half-maximal effect; % is scaled to controls: 0 for no effect and ±100 for the full control effect; nearly all actives have a fitted effect of over 55% in size
B2AR arrestin: beta2AR (human) beta-arrestin recruitment activity. P07550. AID 492947. beta-arrestin recruitment to beta2AR, cell-based reporter. Potency, µM (titrated, usually from 46.1 µM), for inactives: at the highest dose activation, actives largely listed as activators. 330,000 tested, 0.02% active;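 also: potency is read from the fitted curve at half-maximal effect; 0% = DMSO controls and full agonism = EC100 isoproterenol or metaproterenol; nearly all actives have a fitted effect of over 65% in size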
Eya2 inh: inhibitors of human Eya2 phosphatase activity; O00167; recombinant Eya2, OMFP fluorescence dephosphorylation (OMFP is methylfluorescein phosphate); Potency, µM (doses to about 76.9 µM), inactives show at the top dose activity, negative = inhibition, actives largely listed as inhibitors; 330,000 tested, 0.006% active; AID 488837; also: potency is read from the fitted curve at half-maximal effect; % is scaled to controls: 0 for no effect and ±100 for the full control effect
Target sequence (O00167 whole entry, looked up): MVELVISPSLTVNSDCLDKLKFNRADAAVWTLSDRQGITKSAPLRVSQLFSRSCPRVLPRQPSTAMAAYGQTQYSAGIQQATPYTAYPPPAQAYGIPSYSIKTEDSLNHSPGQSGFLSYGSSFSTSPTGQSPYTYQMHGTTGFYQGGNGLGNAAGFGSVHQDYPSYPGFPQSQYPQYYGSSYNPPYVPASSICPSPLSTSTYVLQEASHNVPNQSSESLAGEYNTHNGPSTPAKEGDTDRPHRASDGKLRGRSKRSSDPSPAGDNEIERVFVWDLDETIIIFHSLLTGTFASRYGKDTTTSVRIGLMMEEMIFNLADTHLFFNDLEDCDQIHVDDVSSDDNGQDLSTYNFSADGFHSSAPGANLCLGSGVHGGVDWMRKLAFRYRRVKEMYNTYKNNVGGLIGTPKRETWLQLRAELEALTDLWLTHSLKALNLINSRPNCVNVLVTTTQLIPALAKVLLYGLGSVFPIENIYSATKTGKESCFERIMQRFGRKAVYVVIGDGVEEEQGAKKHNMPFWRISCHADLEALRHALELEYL
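Eya2 protein (added as 0.2 uM solution) was preincubated with compound for 10 min at ambient temperature in 50 mM HEPES pH 7.5, 50 mM NaCl, 5 uM MgCl2, 0.05% BSA, 1 mM DTT. OMFP (added at 50 uM) then reacted 10 min; fluorescence read at 485/525 nm.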
ELG1 DNA repair: inhibitors of ELG1-dependent DNA repair in HEK293T cells | HEK293T ELG1-luciferase reporter, luminescence, 16 h; DNA damage induced by 5-fluorouridine | Potency, µM (highest dose often 46.1 µM), inactives show at the top dose activity change, negative = inhibition, most hits filed as inhibitors | 330,000 tested, 2.3% active | AID 504467; also: potency is read from the fitted curve at half-maximal effect; % is scaled to controls: 0 for no effect and ±100 for the full control effect; nearly all actives have a fitted effect of over 55% in size
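Cells (2,000 per well) received 5-fluorouridine plus test compound or DMSO and were incubated 16 hr at 37 °C, 5% CO2. Luciferase activity was read by luminescence 30 min after ONE-Glo addition; signal suppression marked inhibition of damage-induced ELG1 function.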
TCR act: T cell receptor activation. primary human leukocytes, anti-CD3, IL-2 HTRF, 48 h. Potency, µM (titrated, usually from 9.22 µM), for inactives: top-dose activation of IL-2 secretion, hits mostly activators. 330,000 tested, under 10 active. AID 504894; also: % of control where 0% means no effect
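HTRF read-out of IL-2 secretion: europium cryptate donor excited at 320nm, d2 acceptor emission at 665nm. Cells were primary human leukocytes incubated 48 hr with compounds and a-CD3 beads, supplying TCR signal only.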
TSHR antagonist: antagonists of human thyroid stimulating hormone receptor | P16473 | TSHR-expressing cells, TSH-stimulated cAMP HTRF, 2 h; active compounds read low | activity change, negative = inhibition, % at 11.5 µM | 330,000 tested, 0.2% active | AID 504810;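 active = activity change below a set negative limit, meaning inhibition stronger than a set level, cut at about -70% in these data; inconclusive = activity change between two set negative limits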; also: % is scaled to controls: 0 for no effect and ±100 for the full control effect
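Cell-based HTRF cAMP assay; TSHR cells + compound, TSH EC80 (4nM final), 2 h, 37 deg C. Lysis with anti-cAMP cryptate and cAMP-d2, 30 min RT, read 665/620 nm.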
Chronic BCR inh: inhibitors of chronic active B-cell receptor signaling | ABC-DLBCL IkBa-CBG/CBR reporter, luminescence ratio, 4 h | Potency, µM (doses to about 46.1 µM), without a hit: at the highest dose ratio change, negative = lower green/red ratio, actives largely listed as inhibitors | 340,000 tested, 0.05% active; active = well fitted inhibition curve with a large enough effect in the signal ratio, with a control signal flat, not every such curve was filed as active; inconclusive = small, poorly fitted or top-dose-only effect, or effect the other way, or a change in a side signal; the % refers to the signal ratio;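 also: potency is read from the fitted curve at half-maximal effect; plate controls were basal doxycycline-induced cells for no effect and cells given 10 µM MG132 for full effect; MG132 reads +100%, hits lower the ratio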
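Doxycycline induced both beetle luciferases in TMD8 lymphoma cells; IKK-driven degradation limits the IkappaBalpha-fused green signal, while red luminescence normalises for cell number and nonspecific effects. Compounds tested up to 46 uM, 4 hrs.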
Mito fusion act: inhibitors of mitochondrial division or activators of mitochondrial fusion | Potency, µM (highest dose often 46.1 µM), for inactives: top-dose growth rescue (activation), hits mostly activators | S. cerevisiae fusion-defective mutant growth rescue, CellTiterGlo 48 h | 320,000 tested, 0.23% active;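 also: potency is read from the fitted curve at half-maximal effect; % of control where 0% means no effect; nearly all actives have a fitted effect of over 45% in size; temperature-sensitive fusion mutants such as fzo1-1 at 37 °C on non-fermentable ethanol glycerol medium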
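Temperature-sensitive fusion-defective S. cerevisiae (e.g. fzo1-1, mgm1-5) were grown with compound in YPEG medium (3% ethanol, 3% glycerol) for 48 hours at 37C. Growth rescue was measured as viability by CellTiterGlo luminescence after 10 minutes at ambient.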
PTAP TSG101 blk: blocks PTAP/TSG101 interaction to inhibit HIV-1 budding; Q99816; Fluorescence polarization, FITC-PTAP peptide / Tsg101 binding; Potency, µM (series often up to 115 µM), for the others: at the highest dose activity change, negative = inhibition, most hits filed as inhibitors; 340,000 tested, under 10 active; AID 493005; active = well fitted inhibition curve with a large enough effect in the main read-out, with a control signal flat, not every such curve was filed as active; inconclusive = small, poorly fitted or top-dose-only effect, or effect the other way, or a change in a side signal; inactive = no such curve, though single readings can be large or run the other way; also: potency is read from the fitted curve at half-maximal effect; % of control where 0% means no effect
Target sequence (Q99816 whole entry, looked up): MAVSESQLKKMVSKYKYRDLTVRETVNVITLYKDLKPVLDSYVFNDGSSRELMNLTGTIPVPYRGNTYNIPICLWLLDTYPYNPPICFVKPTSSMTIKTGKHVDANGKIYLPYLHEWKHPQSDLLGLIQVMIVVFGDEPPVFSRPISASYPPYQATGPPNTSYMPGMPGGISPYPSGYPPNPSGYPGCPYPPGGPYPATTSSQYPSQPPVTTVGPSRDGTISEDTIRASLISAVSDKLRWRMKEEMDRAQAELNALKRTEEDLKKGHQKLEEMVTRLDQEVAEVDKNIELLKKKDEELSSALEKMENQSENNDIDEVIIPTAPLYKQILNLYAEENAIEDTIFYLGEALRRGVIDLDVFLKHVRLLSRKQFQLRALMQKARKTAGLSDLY
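Fluorescence polarization binding of Tsg101 binding domain (10 uM final) to FITC-labeled PTAP peptide (50 nM final) in HEPES pH 7.5 buffer with NaCl, Tween 20, EDTA, TCEP. Compounds added before peptide; binding 20 min at RT.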
Tb PFK inh: inhibitors of T. brucei phosphofructokinase | T. brucei PFK, ADP-Glo luminescence | 330,000 tested, 0.17% active | Potency, µM (series often up to 57.5 µM), without a hit: at the top dose activity, negative = inhibition, most hits filed as inhibitors | O15648;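 also: potency is read from the fitted curve at half-maximal effect; 0% = uninhibited 1x PFK enzyme wells and -100% = no-enzyme wells; nearly all actives have a fitted effect of over 60% in size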
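Luminescent ADP detection (ADP-Glo, two-step: ATP depletion then ADP-to-ATP conversion for luciferase) reported PFK activity after 45 min room-temperature reaction of 1.25 nM enzyme with 0.5 mM F6P and 0.1 mM ATP at pH 8.0.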
* = called active by the depositor; ? = inconclusive; nt = no result given. Unless noted, calls follow the shape of the dose curve; as a rule, active = well fitted curve in the direction sought with a large enough effect; inconclusive = small, poorly fitted or top-dose-only effect, or another doubt; inactive = no such curve, though single readings can be large; an effect the other way counts as inactive or inconclusive.

[1] CCOc1ncccc1C(=O)NCC1COc2ccccc2O1 (configuration not stated)
[2] Cn1c(/C(C#N)=C(\O)c2ccc([N+](=O)[O-])cc2)nc2ccccc21
[3] O=c1c2ccccc2c(/C=N/c2n[nH]c(CCCO)n2)c(O)n1-c1ccccc1Cl
[4] COc1cc(-n2c(C)nc3cc(C(=O)NCc4ccco4)ccc32)cc(OC)c1OC
[5] Cc1cccc(Nc2nnc(SCC(=O)c3ccc(O)cc3O)s2)c1
[6] CCCc1nc(SCC(=O)O)c2sc(=S)n(-c3ccccc3)c2n1
[7] CCC(C)NC(=O)C(NS(=O)(=O)c1cccc2nsnc12)c1ccccc1 (configuration not stated)
[8] Cc1ccc(NC(=O)c2ccc(-n3cccn3)c([N+](=O)[O-])c2)cc1C
assay / compound,1,2,3,4,5,6,7,8
USP2a block,-6%,2%,-11%,-1%,-5%,4%,1%,0%
TSHR antagonist,30,-1,-20,20,-7,-22,-1,-16
Chronic BCR inh,?,?,-1%,-2%,-11%,10%,?,?
Eya2 inh,1%,6%,1%,0%,-12%,-11%,0%,-27%
uPA surface inh,-7%,6%,6%,-2%,11%,0%,-1%,1%
Mito fusion act,24%,-1%,-1%,0%,0%,2%,0%,5%
Tb PFK inh,1%,1%,8%,-3%,-1%,4%,0%,-1%
PTAP TSG101 blk,-3%,-1%,-6%,-4%,1%,-1%,-3%,1%
ELG1 DNA repair,-7%,-10%,-18%,-5%,1%,7%,-3%,-15%
B2AR arrestin,0.2%,0.0%,0.1%,-0.4%,0.0%,0.4%,-0.6%,-0.1%
TCR act,-1%,2%,2%,4%,-2%,4%,-16%,-18%

[9] COC(=O)N/N=C/c1ccccc1Cl
[10] CCOc1ccc(-c2cc(C)n3nc(C(N)=O)cc3n2)cc1
[11] COc1ccc(NC(=O)CN(C)C(=O)CCCNC(=O)c2ccc(Cl)cc2)cc1
[12] O=C(NNC(=S)NCC1CCCO1)c1cccc(S(=O)(=O)N2CCOCC2)c1 (configuration not stated)
[13] Cc1cc(C)nc(SCc2ccc(F)cc2)n1
[14] O=C(NS(=O)(=O)c1ccccc1)c1cccc(Br)c1
[15] Cc1c(CCC(=O)O)c(=O)oc2cc(OCc3ccccc3Br)ccc12
[16] CCSc1nnc(-c2ccccc2N)c(=O)[nH]1
assay / compound,9,10,11,12,13,14,15,16
USP2a block,2%,3%,2%,0%,2%,1%,-6%,0%
TSHR antagonist,2,-6,2,-6,-4,-11,-13,0
Chronic BCR inh,-11%,?,-20%,3%,-1%,4%,?,-8%
Eya2 inh,5%,5%,-15%,-12%,-2%,2%,9%,1%
uPA surface inh,0%,6%,-1%,-3%,-1%,3%,0%,7%
Mito fusion act,-2%,-2%,2%,-4%,10%,0%,22%,-1%
Tb PFK inh,-2%,-1%,3%,-2%,1%,4%,-24%,-10%
PTAP TSG101 blk,-5%,-2%,0%,-1%,-4%,-2%,-3%,-3%
ELG1 DNA repair,-4%,?,?,-4%,?,11%,1%,?
B2AR arrestin,0.2%,0.1%,14%,0.2%,0.1%,-0.1%,-0.7%,-0.1%
TCR act,-2%,-4%,1%,-9%,1%,4%,-2%,nt

[17] COC(=O)c1cc(=O)n(CCc2ccc(OC)c(OC)c2)c(=Nc2ccc(F)c(Cl)c2)s1
[18] CCN1CCN(S(=O)(=O)c2ccc(F)c(C(=O)Nc3c(F)cc(F)cc3Br)c2)CC1
[19] Cc1cc(C(C)(C)C)oc1C(=O)N(CC(=O)NC1CCCC1)Cc1ccccc1Cl
[20] CN(C)c1ccc(/C=C/C=C2/SC(=S)N(c3ccccc3)C2=O)cc1
[21] Cc1cc(C)n(/C(=C/N(C)C)C(=O)c2ccccc2)n1
[22] O=C1CC(c2ccc(F)cc2)CC(O)=C1C1NCCc2ccccc21 (configuration not stated)
[23] O=C(NCC(c1cccs1)N1CCOCC1)c1cn(-c2ccccc2)nc1-c1ccc(F)cc1 (configuration not stated)
[24] COc1ccccc1NC(=O)CN(Cc1ccco1)C(=O)c1ccc(Cl)nc1
assay / compound,17,18,19,20,21,22,23,24
USP2a block,0%,2%,-6%,4%,12%,0%,0%,-2%
TSHR antagonist,1,-2,-35,0,14,-14,-2,19
Chronic BCR inh,-6%,1%,?,15%,3%,-6%,1%,5%
Eya2 inh,12%,2%,-21%,-2%,11%,2%,9%,0%
uPA surface inh,6.3µM*,-24%,7%,8%,2%,7%,0%,8%
Mito fusion act,2%,3%,?,-7%,-1%,5%,9%,-3%
Tb PFK inh,0%,4%,0%,-5%,-4%,-6%,3%,-2%
PTAP TSG101 blk,0%,-4%,-7%,3%,-3%,-4%,-1%,-11%
ELG1 DNA repair,15µM*,-1%,-23%,?,12%,-2%,-29%,8%
B2AR arrestin,0.1%,0.0%,-0.1%,-0.5%,-0.2%,-0.1%,0.2%,0.1%
TCR act,6%,11%,-3%,14%,5%,-2%,-29%,-17%

Shown bar-delimited: three of the compounds above
entry | Structure | USP2a block | TSHR antagonist | Chronic BCR inh | Eya2 inh | uPA surface inh | Mito fusion act | Tb PFK inh | PTAP TSG101 blk | ELG1 DNA repair | B2AR arrestin | TCR act
21 | Cc1cc(C)n(/C(=C/N(C)C)C(=O)c2ccccc2)n1 | 12% | 14 | 3% | 11% | 2% | -1% | -4% | -3% | 12% | -0.2% | 5%
22 | O=C1CC(c2ccc(F)cc2)CC(O)=C1C1NCCc2ccccc21 (configuration not stated) | 0% | -14 | -6% | 2% | 7% | 5% | -6% | -4% | -2% | -0.1% | -2%
23 | O=C(NCC(c1cccs1)N1CCOCC1)c1cn(-c2ccccc2)nc1-c1ccc(F)cc1 (configuration not stated) | 0% | -2 | 1% | 9% | 0% | 9% | 3% | -1% | -29% | 0.2% | -29%

Additional entries follow.
[25] CC1CCCC(=NNC(=O)C2COc3ccccc3O2)C1 (configuration not stated)
[26] COc1ccccc1OCCC(=O)NCc1ccc2c(c1)OCO2
[27] Cc1ccc(/C=N/NC(=O)CN2CCN(Cc3ccccc3Cl)CC2)o1
[28] COc1ccc(Cl)cc1-n1c(=S)sc2c(=O)[nH]c(SCC(=O)NCCC(C)C)nc21
[29] Cc1ccc(CCNC(=O)C2CCN(C(=O)N(C)C)CC2)cc1
[30] CC1CC(C)(C)n2c(O)c(N=NC(N)=S)c3cccc1c32 (configuration not stated)
[31] COc1ccc(/C=N/NC(=O)c2[nH]ncc2Br)c(OC)c1
assay / compound,25,26,27,28,29,30,31
USP2a block,3%,-8%,0%,4%,2%,2%,0%
TSHR antagonist,nt,-5,-4,-7,10,-29,-8
Chronic BCR inh,-8%,?,-17%,-1%,-19%,?,?
Eya2 inh,10%,-4%,5%,8%,29%,4%,-35%
uPA surface inh,?,3%,-1%,2%,12%,-26%,-1%
Mito fusion act,nt,-6%,-9%,5%,2%,-1%,-1%
Tb PFK inh,-17%,-4%,3%,-7%,-1%,9%,2%
PTAP TSG101 blk,-4%,-2%,-1%,-1%,-6%,-3%,-9%
ELG1 DNA repair,26%,3%,1%,-21%,15%,0%,?
B2AR arrestin,-0.2%,0.2%,-0.4%,-1.1%,0.2%,?,0.0%
TCR act,-5%,2%,-2%,4%,1%,-1%,-2%
